TRPV1 agonist: activates the human vanilloid receptor TRPV1. Q8NER1. TRPV1-expressing cells, Fluo-8 calcium influx, agonist mode. activation, % at 8.33 µM. 0.19% of 320,000 active; in the data active = activation above about 80%; inconclusive = between about 30% and that limit; also: 0% is about no effect
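TRPV1-expressing cells were cultured overnight at 35.5C and loaded with Fluo-8 calcium dye for 40 to 90 min at room temperature. After a 10 s baseline, compound was added and calcium influx was read kinetically for 3 min (ex 480/em 520 nm).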
hERG WT inh: KCNH2 (human, wildtype) channel inhibition; activity change, % at 1.84 µM; 0.37% of 340,000 active; U2OS, BacMam KCNH2, thallium flux FluxOr; active compounds read low; Q12809; AID 720551;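 active = maximum activity change below -70%; inconclusive = maximum activity change between -70% and -50%; inactive = maximum activity change above -50%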; also: % is scaled to controls: 0 for no effect and ±100 for the full control effect
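U2OS cells transduced with wild-type KCNH2 virus are loaded with FluxOr dye for 45 min, and thallium flux is measured in kinetic reads before and after stimulation buffer. Rate constants are normalized to DMSO controls.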
B2AR arrestin: recruits beta-arrestin to the human beta2-adrenergic receptor | Potency, µM (doses to about 46.1 µM), for the others: at the highest dose activation, usual class: activators | 0.02% of 330,000 active | P07550 | beta-arrestin recruitment to beta2AR, cell-based reporter;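 also: potency is read from the fitted curve at half-maximal effect; 0% = DMSO controls and full agonism = EC100 isoproterenol or metaproterenol; nearly all actives have a fitted effect of over 65% in size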
Target sequence (P07550 whole entry, looked up): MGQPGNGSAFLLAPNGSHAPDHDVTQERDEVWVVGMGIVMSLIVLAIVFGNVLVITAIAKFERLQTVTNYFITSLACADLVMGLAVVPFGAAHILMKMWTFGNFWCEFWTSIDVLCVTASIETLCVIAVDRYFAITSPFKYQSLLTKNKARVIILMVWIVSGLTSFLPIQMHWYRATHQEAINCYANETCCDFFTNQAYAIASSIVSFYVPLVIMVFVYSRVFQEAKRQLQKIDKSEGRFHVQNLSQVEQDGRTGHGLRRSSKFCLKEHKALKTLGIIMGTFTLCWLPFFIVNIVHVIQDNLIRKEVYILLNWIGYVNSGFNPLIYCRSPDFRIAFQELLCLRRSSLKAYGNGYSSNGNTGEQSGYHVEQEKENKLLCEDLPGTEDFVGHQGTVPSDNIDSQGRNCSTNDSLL
CXXC DNA block: MLL CXXC-DNA interaction inhibition. Q03164. MLL-CXXC / FITC-HOXA9 DNA fluorescence polarization. Potency, µM (doses to about 115 µM), without a hit: at the top dose activity change, negative = inhibition, most hits filed as inhibitors. 0.037% of 290,000 active. AID 2662; active = well fitted inhibition curve with a large enough effect in the polarisation, with a control signal flat, not every such curve was filed as active; inconclusive = small, poorly fitted or top-dose-only effect, or effect the other way, or a change in a side signal; inactive = no such curve, though single readings can be large or run the other way; the % refers to the polarisation; also: potency is read from the fitted curve at half-maximal effect
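Purified MLL-CXXC (added from a 7 uM solution) was preincubated 5 min at ambient with pinned compounds in 50 mM Tris-HCl pH 7.5, 50 mM NaCl, 1 mM DTT, 0.05% BSA. Fluorescein-labeled HOX-A9 DNA (50 nM solution) followed, 30 min, then polarization read.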
USP2a block: blocks human ubiquitin-specific protease USP2a; O75604; 0.01% of 330,000 active; USP2 core, Ub-CHOP2 coupled fluorogenic reporter, 485/531; Potency, µM (series often up to 38.3 µM), for the others: top-dose activity change, negative = inhibition, usual class: inhibitors;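 also: potency is read from the fitted curve at half-maximal effect; plate controls were DMSO wells for no effect and full inhibition by NEM control for full effect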
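Deubiquitinase activity read as fluorescence (485/531 nm) after Ub-CHOP2 cleavage activates the enterokinase reporter on its substrate; USP2 core 10nM, Ub-CHOP2 and substrate 25nM each, 30min compound preincubation then 60min RT; data normalized to NEM, curves fitted.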
PKM2 act: PKM2 (human) enzyme activation | P14618 | Potency, µM (doses to about 57.5 µM), for inactives: at the top dose activation, hits mostly activators | purified PKM2, Kinase-Glo ATP luminescence, activation; response scale: 0% is enzyme alone, no compound | 0.34% of 260,000 active | AID 1631; also: potency is read from the fitted curve at half-maximal effect; % is scaled to controls: 0 for no effect and ±100 for the full control effect; nearly all actives have a fitted effect of over 55% in size
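Purified hPK-M2 (>95% pure) converted ADP (0.1 mM final) to ATP with 0.5 mM PEP in 50 mM imidazole pH7.2, KCl, MgCl2, Tween 20, BSA; 1 h at room temperature. ATP detected by Kinase-Glo luminescence.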
Giardia kill: kills Giardia lamblia. Giardia lamblia trophozoite viability. activity change, % at 7.66 µM, hits read low. 0.15% of 340,000 active. AID 540267; in the data active = activity change below about -80%; inconclusive = between about -30% and that limit;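 also: parasites exposed to compound for two days anaerobically before the ATP read; % is scaled to controls: 0 for no effect and ±100 for the full control effect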
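Anaerobic 48 hrs incubation at 37 deg C of 100 trophozoites/well with test compounds; ATPLite 1-Step luminescence, 15-30 min RT, reports cellular ATP as viability.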
GALK inh: inhibitors of human galactokinase. P51570. Purified GALK, Kinase-Glo residual ATP luminescence. Potency, µM (highest dose often 57.5 µM), for the others: top-dose activity change, negative = inhibition, usual class: inhibitors. 0.007% of 270,000 active. AID 1868; also: potency is read from the fitted curve at half-maximal effect; % is scaled to controls: 0 for no effect and ±100 for the full control effect
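GALK at 5 nM final was combined with compound, 35 uM ATP and 100 uM galactose in HEPES pH8.0 with MgCl2 and DTT. The reaction ran one hour at room temperature before luminescent ATP detection.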
KCNH2 3.1 inh: KCNH2 3.1 (human) potassium channel inhibition. activity change, % (tested at about 1.8 µM). U2OS KCNH2 3.1, thallium flux FluxOr; active compounds read low. 0.95% of 340,000 active;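 active = maximum activity change below -70%; inconclusive = maximum activity change from -70% to -50%; inactive = maximum activity change above -50%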;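 also: thallium influx rate constant from kinetic fluorescence after stimulation buffer; % is scaled to controls: 0 for no effect and ±100 for the full control effect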
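FluxOr-based Tl+ influx in U2OS cells transduced with KCNH2 3.1 virus; rate constants normalized to DMSO controls.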
Coupling enz: counter-screen for Giardia aldolase inhibitors: coupling enzyme system | coupling enzyme system counterscreen, AmpLite Red fluorescence | activity change, negative = inhibition, % at 58.2 µM, hits read low | 0.67% of 290,000 active; in the data active = activity change below about -30%; also: % is scaled to controls: 0 for no effect and ±100 for the full control effect
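Counterscreen of the coupled detection system alone, without aldolase: glyceraldehyde-3-phosphate coupling enzymes plus AmpLite Red readout. Compounds at 57.5 uM final, 10 min RT preincubation, 20 min RT reaction, fluorescence 525/598 nm.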
Menin-MLL TR inh: inhibitors of human menin-MLL interaction, mutant MLL peptide; O00255; Menin + Texas Red MLL mutant peptide, fluorescence polarization; Potency, µM (titrated, usually from 61.6 µM), for inactives: at the highest dose FP activity change, negative = inhibition, usual class: inhibitors; 0.23% of 270,000 active; active = well fitted inhibition curve with a large enough effect in the polarisation, with a control signal flat, not every such curve was filed as active; inconclusive = small, poorly fitted or top-dose-only effect, or effect the other way, or a change in a side signal; inactive = no such curve, though single readings can be large or run the other way; the % refers to the polarisation; also: potency is read from the fitted curve at half-maximal effect; % of control where 0% means no effect; many of its hits are not listed in these tables
Target sequence (O00255 whole entry, looked up): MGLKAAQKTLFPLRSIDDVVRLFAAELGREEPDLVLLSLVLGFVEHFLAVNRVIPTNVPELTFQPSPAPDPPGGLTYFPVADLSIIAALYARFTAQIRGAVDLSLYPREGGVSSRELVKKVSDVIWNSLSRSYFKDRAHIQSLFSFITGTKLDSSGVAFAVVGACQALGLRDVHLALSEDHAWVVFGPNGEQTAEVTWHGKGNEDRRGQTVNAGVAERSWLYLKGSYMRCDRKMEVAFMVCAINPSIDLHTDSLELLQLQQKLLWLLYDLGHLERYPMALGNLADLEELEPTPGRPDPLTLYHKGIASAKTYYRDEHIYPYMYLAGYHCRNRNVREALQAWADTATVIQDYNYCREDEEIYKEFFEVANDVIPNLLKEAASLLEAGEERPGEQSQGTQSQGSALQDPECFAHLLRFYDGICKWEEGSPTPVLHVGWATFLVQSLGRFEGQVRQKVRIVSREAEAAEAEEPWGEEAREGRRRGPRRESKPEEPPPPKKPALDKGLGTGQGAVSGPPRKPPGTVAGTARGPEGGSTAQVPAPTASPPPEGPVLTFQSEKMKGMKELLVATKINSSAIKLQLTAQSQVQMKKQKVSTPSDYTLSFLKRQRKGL
An asterisk follows results filed as active; ? = inconclusive; . = not tested or not shown; [ ] = remark or other dose. Unless noted, calls follow the shape of the dose curve; as a rule, active = well fitted curve in the direction sought with a large enough effect; inconclusive = small, poorly fitted or top-dose-only effect, or another doubt; inactive = no such curve, though single readings can be large; an effect the other way counts as inactive or inconclusive. Only part of the results is shown; rates above refer to the full screens.

SMILES	TRPV1 agonist	hERG WT inh	B2AR arrestin	CXXC DNA block	USP2a block	PKM2 act	Giardia kill	GALK inh	KCNH2 3.1 inh	Coupling enz	Menin-MLL TR inh
Cc1ccc(S(=O)(=O)N2CC(C)N(S(C)(=O)=O)C2)cc1 (stereo not given)	1	-10	5.5%	-5%	1%	1%	4	6%	7	2	-4%
O=C(NC1CCCCC1)c1cc(Cl)ccc1[N+](=O)[O-]	12	-9	-0.4%	1%	-3%	0%	-13	1%	0	-1	5%
Cc1ccc(CNc2ncnc3cc(Cl)ccc23)o1	19	-13	-0.1%	0%	3%	6%	-2	-4%	-11	-1	2%
Cc1ccc(S(=O)(=O)N(CC(=O)Nc2cccc([N+](=O)[O-])c2)Cc2ccc(Cl)cc2)cc1	?	.	-0.9%	5%	0%	2%	-23	2%	-28	-8	22%
Cc1ccc(COc2ccc(/C=N/NC(=O)CN3CCCCC3)cc2)cc1	4	-35	0.1%	0%	1%	-1%	-25	-3%	-108*	-2	-1%
C=CCOc1cccc(C2c3c(oc4ccc(F)cc4c3=O)C(=O)N2CCCN2CCOCC2)c1 (stereo not given)	3	0	-0.2%	4%	0%	-9%	-6	4%	5	3	.
Cc1cc(C(=O)OCC(=O)N2CCC(c3ccccc3)=N2)ccc1[N+](=O)[O-]	7	-5	-0.2%	.	-1%	.	-4	.	-1	.	.
COc1ccc(NC(=O)C2CCN(S(=O)(=O)c3ccc4c(c3)CC(C)N4C(C)=O)CC2)cc1OC (stereo not given)	-2	-13	0.3%	33%[activator]	1%	.	-10	0%	-6	0	19%
CC(C)N1CCc2c(sc(NC(=O)CN3C(=O)c4ccccc4C3=O)c2C(N)=O)C1	0	8	0.2%	?	3%	-1%	0	1%	-4	-1	-20%
COc1ccc([N+](=O)[O-])cc1N(CC(=O)NCCSc1ccccc1)S(C)(=O)=O	2	-2	-0.6%	5%	1%	-1%	-21	10%	-6	3	14%
COCCNS(=O)(=O)c1cc(OC)ccc1OC	-2	-7	0.5%	14%	2%	1%	0	-1%	-12	-4	-2%
Cc1ccccc1NC(=S)N(Cc1ccco1)C(C)c1ccccn1 (stereo not given)	2	8	-0.3%	-13%	-2%	-14%	15	4%	-1	1	-10%
Cc1nc(Nc2ccc(Cl)cc2)c(C#N)c(=O)[nH]1	-1	-13	-0.5%	13%	1%	0%	6	-2%	11	-1	-1%
CCOC(=O)NN1C(=O)c2ccccc2NC1c1ccccc1O (stereo not given)	1	2	-1.0%	18%	3%	-2%	1	1%	-5	3	-8%
CC(=O)Nc1ccc(NC(=O)C(C)Sc2nc3ccccc3c(=O)n2Cc2ccco2)cc1 (stereo not given)	?	-3	-0.2%	.	0%	.	-2	.	-22	.	.
COc1ccc(NC(=O)CSc2nnc(-c3ccccc3C)n2N)cc1	-2	5	-0.3%	5%	3%	1%	-5	4%	-1	3	-15%
O=C1CC(N2CCN(c3ccc(F)cc3)CC2)C(=O)N1Cc1ccccc1 (stereo not given)	4	3	0.4%	10%	0%	3%[11.5 µM]	11	-5%	6	0	-6%
CCn1c(=NC(=O)c2ccc(N3C(=O)CCC3=O)cc2)sc2c(OC)ccc(OC)c21	5	-3	0.3%	?	-10%	0%	?	1%	-4	-1	?
COc1cc(CNc2ccc(O)cc2)cc(Br)c1OCc1ccccc1	4	4	?	0%	-3%	14%	-13	-4%	1	-41*	?
COc1ccc2c(c1)c1nnc(SCC(=O)NC3CC3)nc1n2C	0	-2	0.3%	-1%	-1%	19%	1	15%	-19	2	?
Cc1ccc(S(=O)(=O)NN=C2CCC(C(C)(C)C)CC2)cc1[N+](=O)[O-] (stereo not given)	2	3	-0.1%	17%	2%	2%	0	-3%	2	3	3%
CC(=O)Nc1cccc(NC(=O)C(F)(F)F)c1	2	27	-0.1%	-10%	2%	-8%	-28	3%	.	-3	-4%
CC(C)(C)NC(=O)C(=O)NN=C1CCCCCCC1	5	0	0.2%	3%	-2%	8%	6	-3%	1	1	-18%
CCOc1ccc(-c2nc(CN(Cc3ccccc3)C[C@@H]3CCC(=O)N3)c(C)o2)cc1	-8	1	0.5%	-11%	-1%	9%	2	-2%	-2	-8	?
CC1(C(=O)NC2CCCC2)CCC(=O)N1Cc1cccs1 (stereo not given)	0	12	0.0%	9%	-2%	3%	-2	1%	4	0	17%
CCOC(=O)NNc1ccccc1	0	-6	6.6%	8%	1%	-6%	9	0%	3	-3	.
O=C(Nc1ccc(NC(=O)C2CC2)nc1)c1ccncc1	-3	-8	0.1%	-19%	0%	-2%	-1	1%	-9	1	-4%
Cc1cc(C)c(S(=O)(=O)c2ccccc2)c(=O)[nH]1	8	-25	-1.1%	10%	7%	.	6	2%	19	1	?
COc1ccc(-c2csc(N3CCN(C(=O)c4ccccc4)CC3)n2)cc1	8	2	-0.4%	-5%	-8%	1%	10	0%	3	0	1%
O=c1oc(-c2cccc(Cl)c2)nc2c1cnn2-c1ccccc1	2	-24	0.0%	-4%	4%	-4%	18	1%	8	7	-1%
CC(C(=O)Nc1ccc(S(N)(=O)=O)cc1)N1CCc2ccccc21 (stereo not given)	0	3	0.0%	9%	-4%	-17%	-4	7%	8	-4	9%
C#CCOc1ccc(/C=C2/C(=O)ON=C2C)cc1Cl	-3	3	-0.3%	21%	0%	.	13	1%	9	0	8%
O=C(Nc1cccc(C(F)(F)F)c1)c1cnccn1	19	-5	-0.7%	1%	1%	-1%	-17	10%	11	1	26%
Cc1c(C(=O)N(CCO)Cc2ccccc2)oc2c(F)cccc12	12	-1	3.0%	-1%	0%	1%	-7	-4%	11	-16	3%
O=C1C=C(c2cccs2)CC(c2cccs2)C1n1cnc([N+](=O)[O-])c1 (stereo not given)	0	9	-0.5%	3%	-1%	0%	-23	2%	1	4	-3%
CCOc1ccc(C(=O)Nc2ccccc2-c2ccccc2)cc1Cl	27	-6	-1.0%	0%	-3%	0%	-10	2%	-13	3	18%
Cc1ccc2cc(S(=O)(=O)NCCC(=O)O)ccc2c1	11	7	0.1%	0%	3%	0%	12	2%	4	13	1%
O=C(NCC1CCCO1)/C(=C\c1cccs1)NC(=O)c1ccccc1 (stereo not given)	1	0	-0.4%	9%	2%	-5%	4	0%	10	1	2%
CCN1C(=O)[C@@H]2[C@@H](c3ccc(-c4ccc(F)cc4)cc3)N3CCCC[C@@]3(C(=O)OC)[C@@H]2C1=O	-2	-7	-0.5%	.	0%	.	-23	.	-4	.	.
CC(=O)c1c(C)cc(C)c(CSc2nc(C)cc(=O)[nH]2)c1C	-3	-23	0.3%	-11%	-1%	1%	-17	0%	-6	14	-4%
COc1ccc(N=C2CCCN2CC(N)=O)cc1	2	3	-1.0%	-1%	-2%	2%	2	0%	1	3	21%
NNC(=O)c1ccc2nc(-c3ccc(Br)cc3)cn2c1	9	0	0.0%	16%	2%	-1%	10	-3%	-4	-3	7%
O=S(=O)(Nc1nc2ccccc2s1)c1ccc(Br)s1	0	2	0.1%	0%	3%	9%	4	-3%	-3	9	?
CN(C)c1ncc(S(=O)(=O)c2ccccc2)c(-c2ccccc2Cl)n1	18	-1	-0.7%	16%	0%	0%	-4	0%	9	8	0%
COc1ccc(C(=O)CSc2nccn2C)cc1	-1	2	-0.3%	-6%	0%	-10%	2	11%	1	1	-1%
COc1ccc([C@H]2CC(=O)C=C(c3ccc(Oc4ccccc4)cc3)C2)cc1OC	17	20	0.9%	.	-4%	.	-16	.	-10	.	.
COc1cc2nc(NC(=O)c3ccc(F)cc3Cl)sc(=O)c2cc1OC	-4	.	0.0%	63%[activator]	3%	.	21	3%	38	-2	?
CCOC(=O)N1CCN(Cc2nc(CC3CC3)no2)CC1	1	-8	-0.5%	-6%	0%	4%	5	-1%	0	3	-14%
CN(c1ccc(C(=O)NCCSCc2ccco2)cc1)S(C)(=O)=O	-2	-1	-0.2%	10%	-1%	18%	8	-1%	?	-11	19%
COC(=O)CCN1CCc2cc(N=Nc3ccc([N+](=O)[O-])cc3)ccc21	-4	-11	-0.8%	-9%	-5%	-22%	30	0%	-19	0	.
Cc1c(C(=O)NCCc2ccccc2)oc2ccccc12	?	-7	-0.1%	1%	2%	1%	-19	-4%	4	0	0%
CCc1c(C)nc2c(-c3ccccc3)c(C)[nH]n2c1=O	1	-10	-0.4%	1%	-5%	-2%[11.5 µM]	10	-2%	2	0	0%

Bioassay records as filed in PubChem.
